Compound activity (PubChem)
Granule exo inh: blocks lytic granule exocytosis. 0.66% of 360,000 active. TALL-104 LAMP-1 surface exposure, flow cytometry; cells stimulated with thapsigargin and PMA. AID 651702. inhibition, % at 10 µM;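 active = inhibition above about 55%, limit read from the data; inconclusive = no clear call, values can overlap the other calls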
CaV13 ICDI inh: Primary screen for inhibitors of IQ motif and Ca2+-dependent inactivation inhibitor domain binding in CACNA1D, Förster resonance energy transfer in living cells, …; inhibition, % at 12.3 µM; HEK cells, CFP/YFP FRET ICDI-IQ, plate reader, 10 min; percent FRET-ratio fall versus neutral wells; 0.098% of 340,000 active; AID 743397;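 active = mean replicate inhibition of at least 30% and at least 1% of replicates passing that level; inconclusive = only one of the two criteria is met; inactive = neither criterion is met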;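 also: 0% = median of the neutral control wells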
Cardio protect: modulators protecting cardiomyocytes from myocardial damage; H9c2 cardiomyocytes, H2O2 injury protection, ATPLite, 2 h; protection from H2O2 cell death, % at 20 µM; 0.63% of 360,000 active; AID 588492;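 active = compounds giving at least 50% protection of heart cells from peroxide-induced death in the single-dose screen, raw or plate-pattern-corrected value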;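 also: 0% = DMSO wells with peroxide and 100% = DMSO wells without peroxide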
iPSC survival up: hiPSC single-cell survival enhancement; survival enhancement, % at 20 µM; 0.044% of 360,000 active; ATPlite luminescence; 100% = ROCK inhibitor wells, 0% = DMSO; in the data active = survival enhancement above about 18%;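 also: cells exposed to compounds for 16 hours before the ATP read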
N-glyco inh: blocks N-linked glycosylation in D54 reporter cells | D54 ERlucT glycosylation luciferase reporter, 24 h; percent of 100 nM tunicamycin response | reporter increase, % at 12.5 µM | 0.23% of 360,000 active | AID 588692;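 active = mean luciferase reporter signal, scaled so untreated is 0 and the glycosylation-blocking control 100, at or above a set limit in every replicate; inconclusive = mean reaches the limit but not every replicate does; inactive = mean below the limit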;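 also: luciferase carries N-glycosylation sites so blocking glycosylation raises the light; 0% = median of neutral control wells and 100% = median of 100 nM tunicamycin wells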
aDG glyco up: increases alpha dystroglycan glycosylation. AID 624168. Pro5-aDG cells, alpha-DG glycosylation AlphaScreen (IIH6); 0% Pro5, 100% B10-LARGE cell signal. activation, % at 10 µM. 0.22% of 360,000 active;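 active = activation of at least 8% versus controls, or a plate z-score of at least 8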;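 also: Pro5 are CHO cells carrying HIG-tagged alpha-DG that lacks glycosylation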
HTR2A ag: mouse HTR2A agonism via beta-arrestin recruitment. P35363. activation, % at 7.6 µM. CHO-K1 mHTR2A beta-arrestin complementation, luminescence; percent of 30 µM serotonin response. 0.66% of 360,000 active;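 active = activation above a run cutoff, the mean activation of all tested compounds plus 3 SD, cut at about 14% in these data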;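 also: 0% = plate median of compound wells and 100% = 30 µM serotonin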
Target sequence (P35363 whole entry, looked up): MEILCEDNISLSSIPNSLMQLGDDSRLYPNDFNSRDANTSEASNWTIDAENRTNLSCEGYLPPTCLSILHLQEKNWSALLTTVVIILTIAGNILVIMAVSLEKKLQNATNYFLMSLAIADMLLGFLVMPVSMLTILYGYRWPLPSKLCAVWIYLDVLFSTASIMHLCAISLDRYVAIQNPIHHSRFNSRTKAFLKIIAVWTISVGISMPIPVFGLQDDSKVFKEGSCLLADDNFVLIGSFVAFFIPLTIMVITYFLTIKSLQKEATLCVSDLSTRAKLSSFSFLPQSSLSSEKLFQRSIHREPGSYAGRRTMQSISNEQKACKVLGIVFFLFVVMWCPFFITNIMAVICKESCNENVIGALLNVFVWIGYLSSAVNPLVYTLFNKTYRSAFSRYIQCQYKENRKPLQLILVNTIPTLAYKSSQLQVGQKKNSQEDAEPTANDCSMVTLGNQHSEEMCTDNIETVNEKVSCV
PDI inh: blocks human protein disulfide isomerase activity | PDI insulin aggregation turbidity, A650, 90 min | inhibition, % at 10 µM | 0.052% of 350,000 active | AID 588391;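 active = mean inhibition across replicates of 30% or more, whatever share of single replicates reach that level; inconclusive = mean inhibition below 30% while every single replicate reaches 30%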;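 also: absorbance from insulin aggregation driven by PDI reduction with DTT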
Target sequence (P07237 whole entry, looked up): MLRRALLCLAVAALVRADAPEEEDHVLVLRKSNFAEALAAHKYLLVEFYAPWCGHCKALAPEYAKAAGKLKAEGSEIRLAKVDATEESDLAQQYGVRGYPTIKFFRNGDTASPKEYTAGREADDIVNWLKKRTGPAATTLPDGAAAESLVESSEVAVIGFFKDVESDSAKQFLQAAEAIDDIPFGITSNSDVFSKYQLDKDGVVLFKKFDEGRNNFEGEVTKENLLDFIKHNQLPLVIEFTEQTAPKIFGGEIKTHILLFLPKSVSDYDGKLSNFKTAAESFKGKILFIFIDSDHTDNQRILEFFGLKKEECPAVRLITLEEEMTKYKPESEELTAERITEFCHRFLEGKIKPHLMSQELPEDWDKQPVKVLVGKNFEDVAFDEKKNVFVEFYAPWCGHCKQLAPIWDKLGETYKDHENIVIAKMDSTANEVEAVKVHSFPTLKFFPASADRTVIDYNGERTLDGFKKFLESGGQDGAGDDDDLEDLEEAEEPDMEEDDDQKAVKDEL
Vif inh: blocks HIV Vif function; 0.35% of 340,000 active; HEK293T cells, Vif self-association by quenched fluorescence, imaging, 24 h; inhibition, % at 7.49 µM; in the data active = inhibition above about 50%, passing the limit was not always enough; inconclusive = no clear call, values can overlap the other calls; inactive = below about 31%; also: some results filed as inactive read as strong as hits
ABCB6 inh MLPCN: human ABCB6 transporter inhibition; Q9NP58; K562-ABCB6 porphyrin accumulation, flow cytometry, 1 h; hits give low values; fluorescence ratio to DMSO, % at 10 µM; 0.19% of 360,000 active; AID 602162;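 active = fluorescence ratio to DMSO below 75%, the collection mean minus 3 SD; inconclusive = too few cells collected in the well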;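 also: signal is porphyrin accumulated inside mitochondria; 100% equals median channel fluorescence of DMSO control wells; lower ratio means ABCB6 inhibition with less porphyrin fluorescence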
Numbers without * were called inactive.

Screening CC(C)(C)c1ccc(CC(=O)N2CCC2(C)C(=O)Nc2cnc3ccccc3c2)cc1 (configuration not stated) returned Granule exo inh -10, CaV13 ICDI inh -10, Cardio protect -23, iPSC survival up -0.5, N-glyco inh 2, aDG glyco up 2.1, HTR2A ag 9, PDI inh -1, Vif inh -12 and ABCB6 inh MLPCN 93.
Cc1ccccc1CNS(=O)(=O)c1c(C)[nH]c(C)c1C(=O)N1CCCCC1 was read as Granule exo inh -14, CaV13 ICDI inh -7, Cardio protect 0, iPSC survival up -0.4, N-glyco inh 1, aDG glyco up -0.2, HTR2A ag 1, PDI inh -8, Vif inh 2 and ABCB6 inh MLPCN 98.
`CCN(c1ccc(NC(=O)COC(=O)c2cccs2)cc1)C(C)C` gave Granule exo inh 1, CaV13 ICDI inh -5, Cardio protect -6, iPSC survival up -2.0, N-glyco inh 1, aDG glyco up -0.3, HTR2A ag -3, PDI inh 14, Vif inh 12 and ABCB6 inh MLPCN 92.
`Cc1ccccc1NS(=O)(=O)c1ccc2oc(=O)ccc2c1` gave Granule exo inh 1, CaV13 ICDI inh -5, Cardio protect 3, iPSC survival up 1.7, N-glyco inh 0, aDG glyco up -0.1, HTR2A ag 10, PDI inh 3, Vif inh -3 and ABCB6 inh MLPCN 107.
`CCCc1cc(C(=O)Nc2sc(C)c(CC)c2C#N)no1` gave Granule exo inh -2, CaV13 ICDI inh 9, Cardio protect -14, iPSC survival up 1.9, N-glyco inh 0, aDG glyco up 0.1, HTR2A ag 7, Vif inh -3 and ABCB6 inh MLPCN 97.
Screening CC(C)Oc1ccc(CNC(=O)Oc2ccccc2)cc1 returned Granule exo inh 2, CaV13 ICDI inh -2, Cardio protect -7, iPSC survival up -0.9, N-glyco inh 3, aDG glyco up 0.0, HTR2A ag 1, PDI inh -1, Vif inh 2 and ABCB6 inh MLPCN 98.
`O=C(c1cccc(S(=O)(=O)N2CCN(c3ccccc3)CC2)c1)N1CCCCCCC1` gave Granule exo inh 4, CaV13 ICDI inh -4, Cardio protect -12, iPSC survival up 0.5, N-glyco inh -1, aDG glyco up 0.6, HTR2A ag 3, PDI inh -9, Vif inh -11 and ABCB6 inh MLPCN 104.
Cn1c(=O)c2c(=O)cc(NNC(=O)C(C)(C)C)[nH]c2n(C)c1=O was read as Granule exo inh 4, CaV13 ICDI inh -5, Cardio protect 12, iPSC survival up 3.3, N-glyco inh 2, aDG glyco up 0.7, HTR2A ag 5, PDI inh 4, Vif inh 6 and ABCB6 inh MLPCN 100.
For CCOC(=O)c1ccc(S(=O)(=O)N2CCC(C(=O)OCC)CC2)cc1 the results were Granule exo inh -2, CaV13 ICDI inh -10, Cardio protect -7, iPSC survival up 0.3, N-glyco inh 0, aDG glyco up 0.3, HTR2A ag -2, PDI inh -3, Vif inh -4 and ABCB6 inh MLPCN 60*.
OCC[C@@H]1C[C@H](O)[C@@H](O)[C@@]2(CCCc3ccccc3O2)O1 was read as Granule exo inh 1, CaV13 ICDI inh -9, Cardio protect 3, iPSC survival up -1.3, N-glyco inh 0, aDG glyco up -0.2, HTR2A ag -2, PDI inh 3, Vif inh -5 and ABCB6 inh MLPCN 97.
`CCNC(=O)C1(C)CCCN(C(=O)c2cc(-c3ccccc3)cs2)C1` (configuration not stated) gave Granule exo inh 3, CaV13 ICDI inh -5, Cardio protect 1, iPSC survival up -3.8, N-glyco inh 1, aDG glyco up -0.1, HTR2A ag -3, PDI inh -2 and ABCB6 inh MLPCN 92.
Screening COC(=O)C(C(=O)OC)c1ncc(C(F)(F)F)cc1Cl returned Granule exo inh -7, CaV13 ICDI inh 3, Cardio protect 8, iPSC survival up -1.0, N-glyco inh 1, aDG glyco up 0.5, HTR2A ag 4, PDI inh 1, Vif inh -1 and ABCB6 inh MLPCN 94.
Cc1ccc(S(=O)(=O)N(CC(=O)Nc2ccc(C(N)=O)cc2)C(=O)N2CCN(C)CC2)cc1 was read as Granule exo inh -11, CaV13 ICDI inh -2, Cardio protect -2, iPSC survival up -0.5, N-glyco inh 3, aDG glyco up -0.1, HTR2A ag -1, PDI inh -2, Vif inh -7 and ABCB6 inh MLPCN 93.
Cc1cccnc1CNC(=O)C1CCC(=O)N(CCc2cccc(F)c2)C1 (configuration not stated) was read as Granule exo inh -2, CaV13 ICDI inh -2, Cardio protect 5, iPSC survival up -0.5, N-glyco inh 0, aDG glyco up 0.2, HTR2A ag 1, PDI inh -8, Vif inh -3 and ABCB6 inh MLPCN 96.
`CN1CCN(NC(=O)c2ccc(F)cc2)CC1` gave Granule exo inh 1, CaV13 ICDI inh -2, Cardio protect -1, iPSC survival up -0.4, N-glyco inh 1, aDG glyco up 0.3, HTR2A ag 4, PDI inh -7, Vif inh -3 and ABCB6 inh MLPCN 93.
For CCNC(=S)Nc1cc(Cl)ccc1Oc1ccccc1 the results were Granule exo inh -5, CaV13 ICDI inh -6, Cardio protect -2, iPSC survival up -0.5, N-glyco inh -3, aDG glyco up 0.0, HTR2A ag 1, PDI inh 5, Vif inh -6 and ABCB6 inh MLPCN 101.
CCCn1c(N)c(N(CCOC)C(=O)c2ccc([N+](=O)[O-])c(C)c2)c(=O)[nH]c1=O was read as Granule exo inh 2, CaV13 ICDI inh -7, Cardio protect 8, iPSC survival up -0.2, N-glyco inh 3, aDG glyco up 0.0, HTR2A ag 10, PDI inh 9, Vif inh 0 and ABCB6 inh MLPCN 96.
Screening CCOC(=O)C(O)(CC(=O)Nc1cc(F)ccc1C)C(F)(F)F (configuration not stated) returned Granule exo inh 1, CaV13 ICDI inh -5, Cardio protect 8, iPSC survival up 0.1, N-glyco inh 0, aDG glyco up 0.3, HTR2A ag -2, PDI inh 1, Vif inh -1 and ABCB6 inh MLPCN 91.
For CCOC(=O)c1ccc(N2C(=O)CC(N3CCOCC3)C2=O)cc1 (configuration not stated) the results were Granule exo inh 1, Cardio protect 8, iPSC survival up 1.1, N-glyco inh 3, aDG glyco up -0.1, HTR2A ag -2, PDI inh 2, Vif inh -9 and ABCB6 inh MLPCN 92.
`COc1ccc(-c2cc(=O)n(-c3nc4ccccc4[nH]3)[nH]2)cc1` gave Granule exo inh -3, CaV13 ICDI inh -10, Cardio protect 34, iPSC survival up 6.6, N-glyco inh inconclusive, aDG glyco up -0.2, HTR2A ag 0, PDI inh -3, Vif inh -5 and ABCB6 inh MLPCN 92.
ClC(Cl)(c1nnnn1-c1ccccc1)c1nnnn1-c1ccccc1 was read as Granule exo inh 45, CaV13 ICDI inh -3, Cardio protect -12, iPSC survival up -1.4, N-glyco inh 6, aDG glyco up -0.6, HTR2A ag 11, PDI inh 2, Vif inh -8 and ABCB6 inh MLPCN 78.
CCN(CC)CCOC(=O)c1ccc2c(c1)OCCO2 was read as Granule exo inh -2, CaV13 ICDI inh -10, Cardio protect 2, iPSC survival up 0.0, N-glyco inh -3, aDG glyco up -0.2, HTR2A ag 9, PDI inh 3, Vif inh 0 and ABCB6 inh MLPCN 100.
For CC(=O)c1ccc(NC(=S)NNC(=O)c2ccncc2)cc1 the results were Granule exo inh -8, CaV13 ICDI inh -19, Cardio protect -1, iPSC survival up 0.0, N-glyco inh 3, aDG glyco up -0.1, HTR2A ag -5, PDI inh -6, Vif inh 10 and ABCB6 inh MLPCN 92.
Screening O=C(/C=C/c1c(F)cccc1Cl)Nc1ncccn1 returned Granule exo inh 1, CaV13 ICDI inh -17, Cardio protect 0, iPSC survival up -0.5, N-glyco inh -6, aDG glyco up 3.2, HTR2A ag -3, PDI inh -8, Vif inh 4 and ABCB6 inh MLPCN 91.
Screening COc1ccc(N2CCN(C(=O)CCN3C(=S)NC(C)(C)CC3C)CC2)cc1 (configuration not stated) returned Granule exo inh 1, CaV13 ICDI inh -20, Cardio protect -1, iPSC survival up 0.5, N-glyco inh 1, aDG glyco up 0.2, HTR2A ag 1, PDI inh -5, Vif inh -9 and ABCB6 inh MLPCN 97.
COCCNC(=O)Cc1c(C)c2cc3c(cc2oc1=O)OC(C)(C)CC3 was read as Granule exo inh -7, CaV13 ICDI inh -4, Cardio protect 1, iPSC survival up -0.3, N-glyco inh 1, aDG glyco up -0.2, HTR2A ag -1, PDI inh 5, Vif inh -11 and ABCB6 inh MLPCN 95.
For Cc1cc(NC(=O)CCC(=O)N(Cc2cccs2)C(C(=O)NC2CCCC2)c2ccccc2)no1 (configuration not stated) the results were Granule exo inh -4, CaV13 ICDI inh -1, Cardio protect 18, iPSC survival up 0.2, N-glyco inh -1, aDG glyco up 0.4, HTR2A ag 4, PDI inh -14, Vif inh 1 and ABCB6 inh MLPCN 92.
`CCC(=O)N1CCc2cc(S(=O)(=O)NC(C(=O)NC(C)c3ccccc3)C(C)C)ccc21` (configuration not stated) gave Granule exo inh -1, CaV13 ICDI inh -4, Cardio protect 15, iPSC survival up 1.4, N-glyco inh 1, aDG glyco up 0.4, HTR2A ag 3, PDI inh -7, Vif inh 2 and ABCB6 inh MLPCN 98.
Screening COc1ccc(-c2oc3ncnc(N)c3c2-c2ccccc2)cc1 returned Granule exo inh 0, CaV13 ICDI inh -4, Cardio protect 1, iPSC survival up -1.1, N-glyco inh -7, aDG glyco up 0.0, HTR2A ag 4, PDI inh 4, Vif inh 5 and ABCB6 inh MLPCN 98.
Screening O=C(CCCCC(=O)Nc1c(I)cc(I)c(C(=O)O)c1I)Nc1c(I)cc(I)c(C(=O)O)c1I returned Granule exo inh -2, CaV13 ICDI inh -5, Cardio protect -2, iPSC survival up -1.1, N-glyco inh -1, aDG glyco up 0.2, HTR2A ag 6, PDI inh -6, Vif inh -5 and ABCB6 inh MLPCN 95.
Screening Cc1cc(C)nc(NC(=O)c2c(-c3c(Cl)cccc3Cl)noc2C)n1 returned Granule exo inh -4, Cardio protect 10, iPSC survival up 0.3, N-glyco inh 0, aDG glyco up 0.0, HTR2A ag 3, PDI inh 1, Vif inh -26 and ABCB6 inh MLPCN 100.
For CCCc1nc2oc3c(=O)[nH]cnc3c2c2c1COC(C)(C)C2 the results were Granule exo inh 1, CaV13 ICDI inh -3, Cardio protect -2, iPSC survival up -0.7, N-glyco inh 2, aDG glyco up 0.1, HTR2A ag -1, PDI inh 2, Vif inh -8 and ABCB6 inh MLPCN 95.
`COC(=O)c1sc(NC(=O)c2cccc([N+](=O)[O-])c2)c(C(N)=O)c1C` gave Granule exo inh -1, CaV13 ICDI inh -3, Cardio protect -4, iPSC survival up -0.7, N-glyco inh 3, aDG glyco up -0.8, HTR2A ag 3, PDI inh -3, Vif inh 2 and ABCB6 inh MLPCN 96.
COCCNC(=O)CN1C(=O)NC2(CCCCCC2)C1=O was read as Granule exo inh 1, CaV13 ICDI inh 7, Cardio protect 11, iPSC survival up 0.4, N-glyco inh 2, aDG glyco up -0.3, HTR2A ag -4, PDI inh -1, Vif inh 2 and ABCB6 inh MLPCN 99.

Compounds were not picked by outcome. About 3.1% of those tested had a hit in this group.
